Bioassay records as filed in PubChem BioAssay.
DT40 TDP1 no CPT – qHTS for Inhibitors of human tyrosyl-DNA phosphodiesterase 1 (TDP1): qHTS in cells in absence of CPT; 420,000 compounds, 15% hits; Potency, µM (series often up to 46.2 µM), for inactives: at the highest dose activity change, negative = growth inhibition, hits mostly inhibitors; DT40 Tdp1-/- hTDP1 cells, no CPT, ATP luminescence, 48 h; note: nearly all actives have a fitted effect of over 55% in size
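Chicken DT40 Tdp1-/- cells complemented with human TDP1, screened without camptothecin (DMSO vehicle only), 400 cells/well. Compounds pin-transferred, cells incubated at 37 °C for at least 48 hr. Growth read as ATP-dependent luminescence (CellTiter-Glo, 30 min at RT).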
TDP1 block – qHTS Assay for Inhibitors of Tyrosyl-DNA Phosphodiesterase (TDP1). recombinant TDP1, AlphaScreen DNA substrate cleavage. Potency, µM (series often up to 130 µM), for inactives: at the highest dose activity change, negative = inhibition, actives largely listed as inhibitors. 350,000 compounds, 0.28% hits. AID 485290, 2010; note: nearly all actives have a fitted effect of over 40% in size
Target sequence (Q9NUW8 whole entry, looked up): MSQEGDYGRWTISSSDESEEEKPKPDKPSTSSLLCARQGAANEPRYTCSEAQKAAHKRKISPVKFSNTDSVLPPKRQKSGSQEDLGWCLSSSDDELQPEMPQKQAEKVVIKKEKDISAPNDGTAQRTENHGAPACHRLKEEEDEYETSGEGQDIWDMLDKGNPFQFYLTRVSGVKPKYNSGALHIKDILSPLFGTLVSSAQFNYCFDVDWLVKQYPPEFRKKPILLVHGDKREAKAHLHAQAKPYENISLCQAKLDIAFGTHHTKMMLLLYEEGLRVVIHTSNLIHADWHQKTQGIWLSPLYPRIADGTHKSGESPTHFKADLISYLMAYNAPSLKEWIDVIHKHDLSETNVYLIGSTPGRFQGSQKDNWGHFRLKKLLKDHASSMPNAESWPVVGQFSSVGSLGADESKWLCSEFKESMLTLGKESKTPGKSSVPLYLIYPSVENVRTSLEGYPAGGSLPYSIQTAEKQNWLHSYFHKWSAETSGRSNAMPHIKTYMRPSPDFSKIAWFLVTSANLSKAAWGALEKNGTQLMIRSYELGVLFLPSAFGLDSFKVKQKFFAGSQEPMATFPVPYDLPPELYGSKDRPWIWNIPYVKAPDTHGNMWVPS
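Tdp1 1 nM final; 15 min RT w/ cpd; substrate 15 nM, 5 min; beads 10 ug/ml, 10 min; AlphaScreen read. Neg ctrl: no enzyme.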
KAT2A inh – qHTS Assay for Inhibitors of GCN5L2 | Histone acetyltransferase KAT2A (Homo sapiens), Q92830 | GCN5L2 HAT assay, ThioGlo1 CoA-SH fluorescence | Potency, µM (highest dose often 58.9 µM), for the others: top-dose activity change, negative = inhibition, hits mostly inhibitors | 390,000 compounds, 0.21% hits | AID 504327, 2011
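GCN5L2 (20 nM) in 50mM HEPES pH 7.5, 0.1mM EDTA, 0.01% Tween-20 preincubated 15 min with compounds at room temperature. Reaction started with H3(1-25) 75uM, acetyl-CoA 70uM, ThioGlo1 50uM; CoA-thiol fluorescence (Ex340/Em540) read at 0 and 20 min.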
Active calls of the source: *; ? = inconclusive; nt = no result given; & = joins results of further samples; [ ] = remark or other dose. Calls come from the whole dose curve; as a rule, active = well fitted curve in the direction sought with a large enough effect; inconclusive = small, poorly fitted or top-dose-only effect, or another doubt; inactive = no such curve, though single readings can be large; an effect the other way counts as inactive or inconclusive. % is set by controls: 0 for no effect and ±100 for the full control effect; potency is the fitted concentration of half-maximal effect. These rows are one share of the data; count on the stated rates, not on these rows.

SMILES	DT40 TDP1 no CPT	TDP1 block	KAT2A inh
CCc1ccccc1NC(=O)CCC(=O)N1CCSc2ccccc21	-29%	nt	-18%
COc1ccccc1N/N=C1\COC(C)(C)CC1=O	9%	1%	-1%
COc1cc2ccccc2cc1C(=O)N1CCCCC1	-14%	-9%[0.505 µM]	-2%
Cc1cc(Cl)c(OCCOCCN2CCC(C)CC2)c(Br)c1	16µM*	-5%	-2%
COc1ccc(-n2nc(C(=O)NCCCN3CCCC3=O)c3c4ccccc4n(C)c3c2=O)cc1Cl	-23%	1%	-4%
CCCn1c(SCC(=O)Nc2ccccc2-c2ccccc2)nnc1-c1ccoc1C	10µM*	8%	-1%
Cc1sc2nc(SCC(=O)N3CCCC3)[nH]c(=O)c2c1C	?	9%	-5%
COC(=O)C1C(=O)C2=C(CC1C)NC(C)=C(C(=O)OC(C)C)C2c1ccc(OC)c(O)c1 (centres undefined)	1%	2%	-8%
COc1ccccc1CCC(=O)Nc1ccc(S(=O)(=O)Nc2nccs2)cc1	-4%	nt	2%
COc1ccc(-c2nc(C)c(CCNS(=O)(=O)c3cc(Cl)ccc3Cl)s2)cc1	nt	8%	-10%
Cc1cc(O)c(C(C)C)cc1N=Cc1ccccc1O	4.6µM*	7%	-5%
CC(C)C(=O)NC(=S)N1CCc2ccccc21	?	4%	-2%

Whole records from above:
Entry for COc1ccccc1CCC(=O)Nc1ccc(S(=O)(=O)Nc2nccs2)cc1 = DT40 TDP1 no CPT: -4%; TDP1 block: nt; KAT2A inh: 2%
Entry for Cc1sc2nc(SCC(=O)N3CCCC3)[nH]c(=O)c2c1C = DT40 TDP1 no CPT: ?; TDP1 block: 9%; KAT2A inh: -5%

The main list resumes; the seven compounds before the break are reprinted first.
SMILES	DT40 TDP1 no CPT	TDP1 block	KAT2A inh
CCCn1c(SCC(=O)Nc2ccccc2-c2ccccc2)nnc1-c1ccoc1C	10µM*	8%	-1%
Cc1sc2nc(SCC(=O)N3CCCC3)[nH]c(=O)c2c1C	?	9%	-5%
COC(=O)C1C(=O)C2=C(CC1C)NC(C)=C(C(=O)OC(C)C)C2c1ccc(OC)c(O)c1 (centres undefined)	1%	2%	-8%
COc1ccccc1CCC(=O)Nc1ccc(S(=O)(=O)Nc2nccs2)cc1	-4%	nt	2%
COc1ccc(-c2nc(C)c(CCNS(=O)(=O)c3cc(Cl)ccc3Cl)s2)cc1	nt	8%	-10%
Cc1cc(O)c(C(C)C)cc1N=Cc1ccccc1O	4.6µM*	7%	-5%
CC(C)C(=O)NC(=S)N1CCc2ccccc21	?	4%	-2%
COc1ccc(C2CC(C(F)(F)F)n3nc(C(=O)NCCCn4ccnc4)cc3N2)cc1OC (centres undefined)	-12%	4%	-6%
CCCCc1c(C)c2cc(C)ccc2[nH]c1=O	?	6%	-11%
CC(=O)Cc1nsc(Nc2ccc(F)cc2)n1	?	2%	-6%
Cc1ccc2nc3c(cc(C(=O)NC4CCS(=O)(=O)C4)n3Cc3ccccc3)c(=O)n2c1 (centres undefined)	?	1%	?
Cc1ccc(OCC(=O)N2CCN(C(=O)c3ccc([N+](=O)[O-])cc3)CC2)cc1	-18%	6%	1%
NC(=O)c1ccsc1NC(=O)COC(=O)c1ccccc1NCc1ccco1	-18%	-5%	-2%
Cc1c(C)n(Cc2ccccc2)c2ncnc(Cl)c12	3.7µM*	nt	2%
CCOC(=O)c1c(C)[nH]c(C(=O)COC(=O)C(C)N2C(=O)C3CCCCC3C2=O)c1C (centres undefined)	?	2%	-14%
CCOc1ccc(/C(O)=C2/C(=O)C(=O)N(CCOCCO)C2c2ccc(F)cc2)cc1 (centres undefined)	-2%	2%	-4%
COc1ccccc1-c1cc(C(=O)NCc2ccc(F)cc2)no1	-21%	-2%	-7%
CC(=O)Nc1ccc(N2Cc3ccccc3C2)cc1	-11%	nt	-7%
COc1ccccc1N1CCN(c2ncnc3onc(-c4cccc(Cl)c4)c23)CC1	0%	4%	-4%
N#Cc1ccccc1Cn1cc(C#N)c2ccccc21	-15%	5%	-8%
Clc1ccc(Nc2ncn[nH]2)c(Cl)c1	-1%	3%	-1%
COc1ccc(C(C(=O)Nc2ccc(C(C)C)cc2)N(C)C(=O)Cc2cccs2)cc1 (centres undefined)	?	6%	-12%
O=C(CCc1ccccc1)c1c(O)cc(O)cc1O	-10%	nt	-21%
Cc1ccc(S(=O)(=O)N2C[C@@H]3[C@H]4CC[C@H](C4)[C@@H]3[C@@H](C)[C@@H]2C2CCCCC2=O)cc1 (some centres undefined)	?	0%[56.1 µM]	-7%
CC1C(=O)N(Cc2ccc(F)cc2)c2ccccc2N1C(=O)c1c(F)cccc1F (centres undefined)	?	nt	-12%
N/C(Cn1cncn1)=N\OC(=O)c1ccc(Cl)cc1Cl	-34%	8%	-13%
Cc1ccccc1C[C@H](C(=O)O)N1C(=O)c2ccc(C(=O)O)cc2C1=O	nt	9%	-1%
Cc1ccc(COc2ccc(-c3nnco3)cc2)cc1	-4%	nt	5%
Cc1ccc(-n2c(Cn3c(C)nc4ccccc43)n[nH]c2=S)cc1	5%	-3%	-1%
CCc1ccc(NS(=O)(=O)c2[nH]ncc2C(=O)OC)cc1	?	-6%	-3%
CCn1cc(C(=O)N2CCN(c3ccccc3)CC2)c(=O)c2cc(S(=O)(=O)N3CCOCC3)ccc21	0%&-17%	1%&-5%	-14%&-3%
COc1ccc(C(=O)N2CCN(C3CCCCC3)CC2)c(OC)c1	-9%	0%	0%
CCCS(=O)(=O)n1nc(-c2ccc(OC)cc2OC)cc1N	-4%	0%	-1%
Cc1nnc(C)n1/N=C/c1cccc([N+](=O)[O-])c1	-13%	2%	-2%
O=C(COc1ccc(-n2cnnn2)cc1)Nc1ccc(F)c(F)c1	-23%	0%	-3%
CCC(Sc1ncc(S(=O)(=O)c2ccc(Cl)cc2)c(=O)[nH]1)C(=O)Nc1ccc(OC)cc1 (centres undefined)	nt	4%	-8%
O=C(N/N=C/c1ccccn1)c1cccnc1	?	-8%	-13%
CN(C)Cc1c(O)ccc2ccccc12	?	9%	-3%
O=C(Nc1ccc(NC(=O)C2CC2)nc1)c1ccccc1F	-15%	7%	-4%
COc1ncc(C2=CC(=O)CC(C)(C)C2)cn1	4%	0%	5%
CN(Cc1ccccc1F)c1nc(-c2cccnc2)nc2ccccc12	?	2%	-6%
COc1ccc(NS(=O)(=O)c2ccc3c(c2)CCC(=O)N3)c(OC)c1	-28%	4%	-4%
CCOc1ccc(C2/C(=C(\O)c3ccc4c(c3)OCCO4)C(=O)C(=O)N2Cc2cccnc2)cc1OCC (centres undefined)	1%	3%	?
CCC(=O)N1CCN(c2ccc(NC(=O)c3ccco3)cc2)CC1	-5%	7%	-3%
COc1ccc(Cl)cc1NC(=O)c1cnc2n(c1=O)CCS2	2%	6%	-8%
COc1ccc(NC(=O)c2csc3c2CCCC3)cc1	-23%	3%	2%
O=C(Cc1ccccc1)N1CCc2[nH]nc(-c3ccccc3)c2C1	-14%	nt	24%
O=C(OCc1cc(=O)n2nc(-c3cccs3)sc2n1)c1ccccc1Br	-20%	2%	-3%
CCNC(=S)N(CCc1c(C)[nH]c2ccc(F)cc12)Cc1cccnc1	26µM*	nt	0%
CC(C)COc1ccc(C(=O)OCCN2CCOCC2)cc1	-24%	0%	-5%
Cc1nc2cccnc2n1-c1cccc(C(=O)NCc2cccc(Cl)c2)c1	18µM*	6%	-2%
C[C@@]12C(=O)N(Cc3ccc(-c4ccccc4)cc3)CC(=O)N1[C@H](/C=C/c1ccccc1)[C@@H]1C(=O)N(c3ccccc3)C(=O)[C@@H]12	23µM*	nt	-16%
Cc1ccc(-n2c(C)cc(C(=O)CN3C(=O)C(=O)N(C4CCCC4)C3=O)c2C)cc1	26µM*	5%	-12%
COc1ccc(-c2nc3nc(N)nn3cc2C)cc1F	0%	-3%	0%
CCc1ccc(S(=O)(=O)Nc2c(NC3CCCCC3)c3ccccc3oc2=O)cc1	?	3%	-26%
O=C(CCC(=O)OCCCC(F)(F)C(F)(F)F)NC1CCCCC1	-8%	5%	1%
Cc1cc(Cl)ccc1OCCCC(=O)N1CCCCC1	?	0%	-7%
CCCC(=O)Nc1nnc(S(=O)(=O)N(CC)c2ccccc2)s1	29%	nt	16%
Nc1ccc(Cl)c(S(=O)(=O)Nc2ccccc2Cl)c1	-16%	5%	-7%
CCC(=O)Nc1ccc(C(=O)N/N=C/c2cccnc2)cc1	23%	3%	-8%
Cc1ccc(S(=O)(=O)NC(C)C(c2cccs2)N2CCOCC2)cc1 (centres undefined)	-17%	-1%	-3%
Cc1ccc(C)c(N2CCN(C(=O)CCc3nc(-c4ccccc4F)no3)CC2)c1	?	0%[56.1 µM]	-12%
Cc1cccn2c(=O)c3cc(C(=O)NCc4ccco4)c(=N)n(CCOCCO)c3nc12	?	6%	-3%
O=C(O)/C=C/C(=O)c1c(-c2ccccc2)[nH]c2ccccc12	?	3%	-20%
CCOC(=O)c1cc(CC)sc1NC(=O)C1CC(=O)NN1Cc1ccccc1 (centres undefined)	16µM*	5%	-22%
Cc1cccc(C(=O)N[C@H](C(=O)Nc2nc3ccccc3[nH]2)C(C)C)c1	3.7µM*	0%	-7%
CCOc1ccc(CCNC(=O)CN2CCN(Cc3ccccc3F)C2=O)cc1OCC	?	7%	0%
(listing goes on)
SMILES	DT40 TDP1 no CPT	TDP1 block	KAT2A inh
Cc1nc(COc2ccc(C(=O)NCc3ccccc3CN3CCCCC3)cc2)cs1	23µM*	4%	-2%
COc1ccc(S(=O)(=O)NCCc2cn3ccsc3n2)cc1	-4%	2%	4%
CCCCCCOC(=O)Cc1c(C)nc(-c2ccccc2)[nH]c1=O	-13%	3%	0%
Nc1c(C(=O)N/N=C/c2ccc([N+](=O)[O-])cc2)sc2nnc(-c3ccccc3)c(-c3ccccc3)c12	1%	nt	-7%
Cn1c(SCC(=O)NCc2ccc3c(c2)OCO3)nnc1-c1c[nH]c2ccccc12	-14%	5%	-5%
COc1ccc(CCNC(=O)Nc2cc(F)c(F)cc2Cl)cc1OC	8.2µM*	5%	-11%
CSc1ccccc1NC(=S)Nc1cccc(C(F)(F)F)c1	-28%	7%	-1%
Nc1c(N(Cc2ccccc2)C(=O)COc2cccc(Cl)c2)c(=O)[nH]c(=O)n1Cc1ccccc1	?	1%	-3%
CC(C)(C)OC(=O)N1CCC(N2CCN(Cc3ccccc3)C(=O)C2=O)CC1	3%	1%	6%
CN1C(=O)C2(Nc3ccccc3-c3nc4ccccc4n32)c2ccccc21 (centres undefined)	-28%	3%	-5%
CCOC(=O)Cc1c(Sc2ccccc2)c2cc(C)ccc2n1C	-2%	-1%	-6%
COCCn1c(=O)[nH]c2cc(C(=O)NCCc3ccc(S(N)(=O)=O)cc3)ccc2c1=O	-5%	1%	-4%

Some entries already given, limited to KAT2A inh.
| SMILES | KAT2A inh |
| --- | --- |
| CN(Cc1ccccc1F)c1nc(-c2cccnc2)nc2ccccc12 | -6% |
| COc1ccc(NS(=O)(=O)c2ccc3c(c2)CCC(=O)N3)c(OC)c1 | -4% |
| CCOc1ccc(C2/C(=C(\O)c3ccc4c(c3)OCCO4)C(=O)C(=O)N2Cc2cccnc2)cc1OCC (centres undefined) | ? |
| CCC(=O)N1CCN(c2ccc(NC(=O)c3ccco3)cc2)CC1 | -3% |
| COc1ccc(Cl)cc1NC(=O)c1cnc2n(c1=O)CCS2 | -8% |

(continued)
SMILES	DT40 TDP1 no CPT	TDP1 block	KAT2A inh
O=C(COC(=O)c1cccs1)NCCCc1ccccc1	0%	7%	?
CN/C(=C\[N+](=O)[O-])NCCSCc1ccc(CN(C)C)o1	-9%&-30%&-7%&3%&5%	-2%[56.1 µM]	?
C=CCn1c(SCc2nc3ccccc3c(=O)[nH]2)nc2ccccc2c1=O	?	7%	2%
Cc1ccccc1N1C(=O)C2C3C=CC(C2C1=O)N(C)C3=O (centres undefined)	-2%	2%	-4%
Cc1cc(F)ccc1NC(=O)c1sc2nc(-c3cccs3)ccc2c1N	?	nt	-2%
CCN(Cc1ccncc1)Cc1c(O)ccc2ccccc12	?	8%	-6%
CC(=O)Nc1c(Nc2ccccc2)c2ccccc2oc1=O	9%	-3%	-3%
COC(=O)c1c(-c2ccccc2)csc1NC(=O)c1c(-c2ccccc2)noc1C	?	-2%	11%
